DAX1 inh-1 – DAX1 (NR0B1) inhibitors on StAR promoter, primary screen, cell-based, luminescence, SF-1 (NR5A1), full-length DAX-1; inhibition, % at 6.8 µM; 370,000 compounds, 1.1% hits; HEK293T StAR-luciferase reporter, SF-1/DAX-1 repression relief; AID 652010, 2013;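 active means inhibition above the mean over all tested compounds plus 3 SD, cut at about 3.6% in these data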;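 further: 0% = DAX-1 cells with DMSO and 100% = cells lacking DAX-1 with DMSO; higher inhibition means more luminescence from relief of DAX-1 repression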
NPR1 activator – GC-A stimulated cGMP production enhancers – HEK293 GC-A cells, cGMP TR-FRET, EC30 ANP, primary screen; 370,000 compounds, 0.14% hits; 0% at EC30 ANP, 100% saturating ANP; Atrial natriuretic peptide receptor 1 (Homo sapiens), P16066; activation, % at 10 µM; in the data active means activation above about 40%
Target sequence (P16066 whole entry, looked up): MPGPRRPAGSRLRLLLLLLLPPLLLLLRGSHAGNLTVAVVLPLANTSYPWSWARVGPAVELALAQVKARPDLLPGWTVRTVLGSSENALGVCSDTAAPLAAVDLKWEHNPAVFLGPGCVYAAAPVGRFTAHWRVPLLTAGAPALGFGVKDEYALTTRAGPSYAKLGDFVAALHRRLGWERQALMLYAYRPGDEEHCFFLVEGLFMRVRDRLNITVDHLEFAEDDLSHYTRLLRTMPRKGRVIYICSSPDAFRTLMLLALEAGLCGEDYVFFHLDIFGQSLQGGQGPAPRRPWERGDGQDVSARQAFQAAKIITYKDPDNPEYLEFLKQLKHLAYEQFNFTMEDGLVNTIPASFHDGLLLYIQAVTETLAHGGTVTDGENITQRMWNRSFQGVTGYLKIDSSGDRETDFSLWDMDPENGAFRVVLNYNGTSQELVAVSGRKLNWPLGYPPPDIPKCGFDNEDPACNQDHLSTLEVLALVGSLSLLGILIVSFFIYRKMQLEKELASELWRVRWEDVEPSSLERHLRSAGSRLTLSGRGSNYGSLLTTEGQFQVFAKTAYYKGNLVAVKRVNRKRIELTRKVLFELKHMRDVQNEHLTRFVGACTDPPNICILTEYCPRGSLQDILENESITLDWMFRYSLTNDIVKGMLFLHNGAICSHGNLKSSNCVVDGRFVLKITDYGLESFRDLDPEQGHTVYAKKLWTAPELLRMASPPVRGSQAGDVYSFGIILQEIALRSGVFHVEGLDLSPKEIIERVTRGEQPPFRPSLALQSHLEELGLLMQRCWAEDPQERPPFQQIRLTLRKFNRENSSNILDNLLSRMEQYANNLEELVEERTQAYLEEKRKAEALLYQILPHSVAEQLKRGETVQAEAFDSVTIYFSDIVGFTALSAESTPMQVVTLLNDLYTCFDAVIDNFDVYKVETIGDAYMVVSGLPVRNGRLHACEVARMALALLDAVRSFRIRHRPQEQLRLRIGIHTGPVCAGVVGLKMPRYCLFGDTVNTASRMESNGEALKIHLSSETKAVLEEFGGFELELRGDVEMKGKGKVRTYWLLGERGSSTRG
NPR2 activator – human GC-B receptor activators, primary screen, HEK293 GC-B cells, cGMP TR-FRET, EC30 CNP; Atrial natriuretic peptide receptor 2 (Homo sapiens), P20594; 0% at EC30 CNP, 100% saturating CNP; activation, % at 10 µM; 370,000 compounds, 0.11% hits; AID 1920062, 2024;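 active means activation at 10 µM reaching about 35% in either raw or pattern-adjusted values, limit read from the data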
HGIII-sPLA2 inh – human group III sPLA2 inhibitors, primary screen, biochemical, QFRET, BODIPY PC-A2 liposome substrate | Group 3 secretory phospholipase A2 (Homo sapiens), Q9NZ20 | QFRET BODIPY PC-A2 liposome hydrolysis, fluorescence | inhibition, % at 12.2 µM | 370,000 compounds, 0.56% hits;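 active means inhibition above mean plus 3 SD of compounds lying within the high and low control bounds, cut at about 19% in these data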;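 further: 0% = median of test compound wells and 100% = no enzyme DMSO wells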
DAX1 inh-2 – DAX1 (NR0B1) inhibitors, primary screen, cell-based, HEK293, Gal4-DAX1, luciferase luminescence. Nuclear receptor subfamily 0 group B member 1 (Homo sapiens), P51843. HEK293 Gal4-DAX1 luciferase reporter. inhibition, % at 6.75 µM. 340,000 compounds, 0.99% hits. AID 504766, 2011;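 active means inhibition above the mean over all tested compounds plus 3 SD, cut at about 4.2% in these data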;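 further: 0% = DAX1-transfected cells with DMSO and 100% = empty-vector control cells with DMSO; inhibition shows as a rise in luminescence from relieved DAX1 repression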
SMARCA2 act – SMARCA2 (BRM) function activators, primary screen, cell-based, luminescence, high throughput | MG213 cells, MMTV-luciferase reporter, dexamethasone, overnight | activation, % at 9.1 µM | 370,000 compounds, 1% hits | AID 652017, 2013; in the data active means activation above about 7.8%;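 further: 0% = vehicle wells and 100% = reference activator wells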
ADAM10 inh – human ADAM10 inhibitors, primary screen, biochemical, QFRET, HTS; AID 720582, 2013; Disintegrin and metalloproteinase domain-containing protein 10 (Homo sapiens), O14672; recombinant ADAM10, EDANS/DABCYL FRET peptide cleavage, 3 h; 370,000 compounds, 0.62% hits; inhibition, % at 7 µM;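 active means inhibition above a per-campaign cutoff equal to the mean of compounds falling between control-based bounds plus 3 SD, cut at about 20% in these data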;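 further: 0% = DMSO wells while the 100% control is not disclosed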
ssDAF12 agonist – S. stercoralis DAF-12 nuclear receptor activators, primary screen, cell-based, luminescence, HEK293, GRIP1 co-expression, lit1-tk-luc | AID 652126, 2013 | Nuclear hormone receptor DAF-12 (Strongyloides stercoralis) | HEK293 ssDAF-12/GRIP1 lit1-tk-luc reporter; % of 3 µM dafachronic acid response | activation, % at 6.8 µM | 370,000 compounds, 1% hits;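 active means activation above the mean over all tested compounds plus 3 SD, cut at about 0.9% in these data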;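 further: 0% = DMSO-only wells and 100% = 3 µM delta7-dafachronic acid wells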
hcDAF12 agonist – H. contortus DAF-12 nuclear receptor activators, primary screen, cell-based, luminescence, HEK293, lit1-tk-luc reporter | HEK293 hcDAF-12 lit1-tk-luc reporter; 0% DMSO, 100% Δ7-dafachronic acid | activation, % at 6.8 µM | 370,000 compounds, 1.4% hits;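 active means activation above the mean of all tested compounds plus 3 SD, cut at about 5.5% in these data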;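 further: 100% = response to 3 µM Δ7-dafachronic acid high control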
FXN GAA850 act – FXN promoter activators, primary screen, cell-based, luciferase luminescence, HEK293 lucGAA850 | HEK293 lucGAA850 FXN promoter luciferase reporter, 24 h; percent of 10 µM SAHA response | activation, % at 6 µM | 360,000 compounds, 0.56% hits;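 active means activation above the average of all compounds screened plus 3 SD, cutoff fixed separately per campaign, cut at about 7.5% in these data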;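 further: 0% = DMSO wells and 100% = 10 µM SAHA wells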
hgDAF12 agonist – H. glycines DAF-12 receptor agonists, primary screen, cell-based, luminescence, HEK293, GAL4 fusion, UAS-luciferase; AID 687014, 2013; HEK293 GAL4-hgDAF12 UAS-luciferase reporter, agonist luminescence; normalized to butyrate control; Nuclear hormone receptor DAF-12 (Heterodera glycines), GAL4 fusion; 370,000 compounds, 1.8% hits; activation, % at 6.8 µM;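 active means activation above a cutoff set at the mean of all screened compounds plus 3 SD, cut at about 10% in these data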;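 further: 0% = DMSO wells and 100% = sodium butyrate wells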
* = called active by the depositor; / = no result given.

| mol | DAX1 inh-1 | NPR1 activator | NPR2 activator | HGIII-sPLA2 inh | DAX1 inh-2 | SMARCA2 act | ADAM10 inh | ssDAF12 agonist | hcDAF12 agonist | FXN GAA850 act | hgDAF12 agonist |
| --- | --- | --- | --- | --- | --- | --- | --- | --- | --- | --- | --- |
| CCOC(=O)N1CCN(CCC(=O)Nc2ccc(Br)cc2)CC1 | -0.6 | 2 | 5 | 1 | -1.6 | -4 | -6 | -2.5 | -2.7 | -0.1 | -1.4 |
| O=C(NC(Cc1c[nH]c2ccccc12)C(=O)Nc1ccc(F)cc1)c1cccs1 (configuration not stated) | -1.9 | -7 | 0 | -78 | -2.7 | -5 | 7 | -1.0 | 0.1 | -5.2 | -5.8 |
| CCOc1ccc(NC(=O)CCC(=O)NNC(=O)Nc2cccc(Cl)c2)cc1 | -0.4 | 2 | -2 | -4 | 0.1 | -1 | -4 | -1.0 | 0.1 | 0.9 | -0.6 |
| CCN(CCS(=O)(=O)c1ccc(Cl)cc1)Cc1nc2ccccc2c(=O)[nH]1 | -0.5 | -2 | 3 | -3 | 0.2 | 4 | 0 | -0.7 | -1.0 | -0.2 | 1.0 |
| Cc1ccc2nc(SCC(=O)Nc3cccnc3Cl)[nH]c2c1 | -1.4 | 0 | -6 | -2 | 0.4 | -1 | -3 | -1.2 | -1.5 | 1.1 | 2.3 |
| COc1ccc(-c2noc(C(=O)NCc3ccccc3Cl)n2)cc1OC | -0.5 | 6 | -2 | -3 | -0.2 | 0 | -2 | -1.3 | -1.0 | -1.1 | 1.1 |
| C[C@H](NC(=O)Cc1ccccc1)C(=O)N1CCC2(CC1)NCCc1[nH]cnc12 | 0.1 | -1 | 4 | 1 | 1.1 | 0 | -5 | -1.2 | 0.0 | 0.4 | 1.8 |
| O=C(Nc1ccccc1N1CCN(C(=O)c2ccccc2)CC1)c1ccc(Cl)cc1 | -1.2 | -3 | -6 | 2 | -0.8 | -2 | 3 | -1.4 | -1.3 | -1.6 | -2.0 |
| CCN(C(=O)CN1CCCCCC1)c1c(N)n(Cc2ccccc2)c(=O)[nH]c1=O | -0.8 | 6 | 5 | 2 | -1.6 | -3 | -98 | -0.5 | 1.9 | 0.3 | 0.0 |
| O=[N+]([O-])c1cc(F)c2cccnc2c1O | -0.6 | -3 | 7 | 2 | 1.1 | -2 | -2 | -0.2 | 2.5 | -1.1 | 4.0 |
| COc1ccc(OC)c(NC(=O)CC2C(=O)NCCN2C(=O)c2ccccc2)c1 (configuration not stated) | -0.1 | -1 | 1 | 3 | 0.7 | -1 | 0 | -1.3 | -3.0 | 1.2 | 0.3 |
| CN(CC(=O)NCC1CCCCC1)CC(=O)Nc1ccccc1Br | 0.3 | 1 | -1 | -8 | 1.8 | -3 | 6 | -1.6 | 0.3 | 2.5 | -0.4 |
| Cc1cccc(C)c1NC(=O)CN(C)C(=O)[C@H](C)NC(=O)c1ccco1 | 0.7 | 1 | 1 | 1 | 0.2 | -3 | -10 | -1.1 | 1.1 | 1.2 | -0.6 |
| CCOc1cc(NC(=O)c2cccs2)c(OCC)cc1NC(=O)c1ccco1 | -0.3 | 3 | -10 | -4 | 1.0 | 1 | -8 | -0.5 | -1.5 | -1.8 | -0.4 |
| CCc1ccc(C(=O)COC(=O)C(Cc2ccccc2)NC(=O)C2CCC(C)CC2)cc1 (configuration not stated) | -0.9 | 2 | -3 | 1 | 0.0 | -4 | 4 | -0.7 | -1.2 | 0.6 | -1.0 |
| CC(=O)c1cccc(NC(=O)c2sc3nc4n(c(=O)c3c2C)CCCC4)c1 | 0.8 | 1 | -1 | 2 | 0.8 | -1 | 1 | -1.1 | 0.8 | 0.1 | 2.4 |
| O=C(CNC(=O)c1ccco1)OCC(=O)c1ccccc1Cl | 0.4 | 1 | 0 | -2 | -0.5 | -2 | -2 | -1.3 | 1.3 | 2.3 | 9.2 |
| O=C(NC1CCSc2ccccc21)c1cc(S(=O)(=O)N2CCOCC2)ccc1Cl (configuration not stated) | -0.9 | 1 | -1 | 4 | -0.2 | -2 | -4 | -0.7 | -1.7 | 0.0 | 3.2 |
| O=C(CSc1nnc(-c2cnccn2)n1-c1ccccc1)Nc1ccc2cn[nH]c2c1 | -0.5 | 1 | -4 | -3 | / | 8.7* | -7 | 0.5 | 2.5 | / | 0.4 |
| O=C(Cc1cccs1)N1CCN(c2ccccn2)CC1 | 0.2 | -4 | 3 | 8 | -0.2 | 1 | -27 | -1.7 | -1.5 | -0.4 | -0.7 |

With a hit mark in SMARCA2 act (from the list above):
| SMILES | DAX1 inh-1 | NPR1 activator | NPR2 activator | HGIII-sPLA2 inh | DAX1 inh-2 | SMARCA2 act | ADAM10 inh | ssDAF12 agonist | hcDAF12 agonist | FXN GAA850 act |
| --- | --- | --- | --- | --- | --- | --- | --- | --- | --- | --- |
| O=C(CSc1nnc(-c2cnccn2)n1-c1ccccc1)Nc1ccc2cn[nH]c2c1 | -0.5 | 1 | -4 | -3 | / | 8.7* | -7 | 0.5 | 2.5 | / |

Continued.
| mol | DAX1 inh-1 | NPR1 activator | NPR2 activator | HGIII-sPLA2 inh | DAX1 inh-2 | SMARCA2 act | ADAM10 inh | ssDAF12 agonist | hcDAF12 agonist | FXN GAA850 act | hgDAF12 agonist |
| --- | --- | --- | --- | --- | --- | --- | --- | --- | --- | --- | --- |
| O=C(Cn1nnc2ccccc21)c1ccc([N+](=O)[O-])cc1 | 0.5 | 0 | 0 | -49 | 0.5 | 5 | 5 | -1.4 | -1.0 | 1.9 | -3.0 |
| Cc1ccc(CCNC(=O)CCc2nc3ccccc3[nH]2)cc1 | 0.0 | -2 | 4 | -2 | -1.6 | -2 | -3 | -1.0 | 0.2 | -3.8 | -2.0 |
| COc1cccc(CNC(=O)C2CCCN(S(=O)(=O)c3c(C)noc3/C=C/N(C)C)C2)c1 (configuration not stated) | 0.1 | -2 | 0 | 0 | 0.9 | -2 | 17 | -0.5 | 0.3 | 0.3 | 1.1 |
| CCN(CC)S(=O)(=O)c1ccc(C)c(NS(=O)(=O)c2cc(/C=C/C(=O)O)cc(OC)c2OC)c1 | -0.8 | 0 | 2 | -6 | -1.0 | -3 | -6 | -1.2 | -0.6 | -0.2 | -1.5 |
| Cn1c(C(=O)NC2CC2)cc2c(=O)n(C)c3ccccc3c21 | -0.9 | -10 | -3 | 5 | -0.3 | -1 | -17 | -1.3 | -2.7 | 0.4 | 1.5 |
| CCOC(=O)Cc1cnc(NC(=O)NC(C(=O)OCC)(c2ccccc2)C(F)(F)F)s1 (configuration not stated) | -0.2 | -2 | -2 | -13 | -1.2 | 1 | 9 | -1.5 | -1.1 | 0.9 | 2.7 |
| CCOc1ccc(NC(=O)C(C)Sc2nnnn2C)cc1 (configuration not stated) | 0.6 | -3 | -3 | 5 | 2.0 | -3 | 16 | -0.7 | 1.1 | -0.9 | 3.2 |
| CCOC(=O)c1ccc(NC(=O)CCOc2ccc(OC)cc2)cc1 | -0.8 | -1 | 0 | -27 | -0.6 | -5 | 10 | -1.4 | 0.1 | -0.4 | -0.9 |
| COCCn1c(C)cc(C(=O)COC(=O)c2ccccc2Br)c1C | -4.6 | 18 | 0 | -7 | -6.2 | -8 | 5 | -3.9 | -7.0 | -14 | -18 |
| Cc1[nH]c2ccccc2c1/C=C(\C#N)C(=O)NCc1ccccc1 | -0.1 | 10 | 6 | 3 | -0.7 | -2 | 2 | -0.1 | 2.6 | 2.3 | -4.2 |
| CC(=O)Nc1cc(-c2cccc(NS(C)(=O)=O)c2)cn2c(-c3ccccc3)cnc12 | -1.6 | 1 | 1 | -10 | / | -1 | -83 | -0.7 | 1.0 | -2.4 | 0.1 |
| C=CCc1cccc2cc(C(=O)Nc3cccc(C(=O)O)c3)c(=O)oc12 | -0.1 | 3 | -6 | -5 | / | -2 | 3 | 0.0 | -0.4 | / | 2.6 |
| CC(C)C[C@@H](C)C(=O)N(Cc1ccccc1)c1ccccc1 | -0.4 | -9 | -13 | 5 | 0.4 | 1 | -3 | -1.1 | -1.0 | -0.6 | 1.9 |
| COc1ccccc1N(CC(=O)NC1CCCCC1)C(=O)Cn1nnc(-c2ccc(C)o2)n1 | -0.3 | 6 | -1 | 0 | 1.8 | -3 | -3 | -1.4 | -0.6 | -0.1 | -2.5 |
| Cc1cc(C)nc(SC(C)C(=O)N/N=C/c2cccs2)n1 (configuration not stated) | 0.2 | 6 | 8 | 3 | 0.5 | -4 | 6 | -1.0 | -1.1 | -1.1 | -3.2 |
| O=C(OCC(=O)N1CCCCCC1)c1ccc(Br)c(S(=O)(=O)N2CCOCC2)c1 | 0.4 | -1 | -6 | -4 | -0.8 | 2 | -10 | -1.1 | -0.9 | -1.0 | -3.3 |
| NS(=O)(=O)c1cccc(NC(=O)c2cccc3c(Br)cccc23)c1 | -0.2 | 4 | 8 | 7 | -1.7 | -2 | 1 | -1.9 | -2.2 | -1.2 | -2.7 |
| c1ccc(SCCCCNC2CCCC2)cc1 | 0.9 | 2 | 1 | 7 | 0.0 | -3 | -1 | 1.7* | 0.8 | 2.7 | 1.1 |
| COc1cc(/C=C/C(=O)OCC(=O)Nc2cc(S(=O)(=O)N3CCCC3)ccc2Cl)cc(OC)c1OC | -0.8 | -3 | -3 | -5 | 0.4 | -3 | -55 | -1.5 | -2.2 | -0.1 | 0.2 |
| COc1ccc(CN(C)Cc2cc(=O)oc3cc(C)c(C(C)C)cc23)cc1OC | -0.2 | -6 | 2 | -12 | 0.2 | -1 | -9 | -1.1 | -3.0 | 1.8 | -1.0 |
| Cc1ccc(NC(C)C(=O)N/N=C/c2ccc([N+](=O)[O-])s2)cc1 (configuration not stated) | -1.8 | -1 | -10 | 18 | -1.2 | -5 | 8 | -1.5 | -1.6 | 0.5 | -6.4 |
| CC1CN(Cc2nc3c(c(=O)n(C)c(=O)n3C)n2CCc2ccccc2)CC(C)O1 (configuration not stated) | -0.4 | 0 | -1 | 11 | -1.5 | -2 | 0 | -1.2 | -1.7 | 1.8 | 0.2 |
| O=C(CN1C(=O)COc2ccc(Cl)cc21)Nc1nccs1 | 1.6 | -4 | 1 | -5 | 0.6 | 0 | -4 | -0.9 | 0.6 | 1.0 | 1.6 |
| COCCCNC(=O)CCNS(=O)(=O)c1ccc(C)cc1 | -1.4 | -4 | -1 | -5 | 1.1 | -2 | -6 | -2.1 | -1.3 | -2.9 | -0.6 |

Source: PubChem
